# Screening data deposited in PubChem by several laboratories.
# CAL PDZ FP-1: untagged CAL PDZ binding inhibitors, primary screen, biochemical, fluorescence polarization, HTS; Golgi-associated PDZ and coiled-coil motif-containing protein (Homo sapiens), Q9HD26; purified CAL PDZ, TMR-peptide fluorescence polarization, 1 h; inhibition, % at 24.9 µM; actives 0.92% (n = 300,000); AID 602252, 2012;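 active = mean inhibition of at least 30% with at least half of replicates also reaching 30%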;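 note: 0% = DMSO neutral control and 100% = excess unlabeled competitor peptide PRC23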
# C-LANA FP: inhibitors of KSHV C-LANA binding to DNA, primary screen, biochemical, fluorescence polarization, FAM-LBS DNA, MBP-C-LANA, single point | Kaposi's sarcoma herpesvirus LANA C-terminal domain (residues 932-1162) DNA binding | inhibition, % at 9 µM | AID 504423, 2011 | actives 0.078% (n = 340,000);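 active = highest replicate inhibition at or above 60% at 9 µM, even if other replicates fall short; inactive = all replicates below 60% inhibition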;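 note: 0% = neutral control wells and 100% = 4 µM acridine orange control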
# SR-BI DiI-HDL act: activators of SR-BI mediated DiI-HDL uptake, primary screen, ldlA[mSR-BI] CHO cells, DiI fluorescence; 3 h; 100 = double the neutral-control signal; activation, % at 12.5 µM; actives 0.096% (n = 320,000);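 active = mean replicate activation of at least 60% and every replicate at or above 60%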;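 note: 0% = median plate neutral-control signal and 100% = twice that signal; values of inactives mirror those of a sister screen read the other way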
#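 Test system: SR-BI-overexpressing, LDLR-lacking CHO cells. Measured by: DiI fluorescence, bottom read. Medium: Ham's F12 with 0.5% BSA, HEPES 25 mM, pH 7.4. Timing: 3 h uptake period with compound, 37 °C.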
# RTF Ca sens act: cardiac RTF calcium sensitivity activators, primary screen, biochemical, IANBD-TnC fluorescence, EC20 calcium. Troponin I, cardiac muscle (Homo sapiens) + Troponin T, cardiac muscle (Homo sapiens) + …. IANBD-labeled TnC RTF fluorescence at EC20 calcium; 0% EC20 calcium, 100% full calcium. activation, % at 7.2 µM. actives 0.24% (n = 340,000). AID 493008, 2010;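 active = activation above the mean over all tested compounds plus 3 SD, cut at about 30% in these data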;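 note: rise in fluorescence read as greater calcium sensitivity of cardiac thin filaments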
# RTF Ca sens inh: cardiac RTF calcium sensitivity inhibitors, primary screen, biochemical, IANBD-TnC fluorescence, EC70 calcium. Troponin I, cardiac muscle (Homo sapiens) + Troponin T, cardiac muscle (Homo sapiens) + …. actives 0.12% (n = 340,000). IANBD-labeled cardiac RTF, Ca2+ fluorescence. AID 493244, 2011. inhibition, % at 7.15 µM;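 active = inhibition above the mean inhibition of all tested compounds plus 3 SD, cut at about 17% in these data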;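 note: assay run at fixed EC70 calcium of 1.6 mM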
# DAGLB inhibitor: DAGLB lipase inhibitors, primary screen, biochemical, fluorescence, HTS; inhibition, % at 5.17 µM; HEK293T DAGLB membrane lysate, EnzChek fluorogenic substrate; actives 0.059% (n = 340,000); Diacylglycerol lipase-beta (Homo sapiens), Q8NCG7; in the data active = inhibition above about 34%;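 note: 0% = enzyme with vehicle and 100% = wells lacking enzyme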
# Keap1 Nrf2 FP: Keap1-Nrf2 protein-protein interaction inhibitors, primary screen, biochemical, fluorescence polarization, single point. Kelch-like ECH-associated protein 1 (Homo sapiens), Q14145. Keap1 Kelch-Nrf2 peptide fluorescence polarization, 1536-well. inhibition, % at 9.4 µM. actives 0.15% (n = 340,000). AID 504523, 2011; in the data active = inhibition above about 12%;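 note: human Keap1 Kelch domain with fluorescein labeled Nrf2 9mer peptide probe; 0% = neutral control wells and 100% = peptide positive control; higher means more block of Keap1 binding to Nrf2 peptide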
# Target sequence (Q14145 whole entry, looked up, the tested form may be a part): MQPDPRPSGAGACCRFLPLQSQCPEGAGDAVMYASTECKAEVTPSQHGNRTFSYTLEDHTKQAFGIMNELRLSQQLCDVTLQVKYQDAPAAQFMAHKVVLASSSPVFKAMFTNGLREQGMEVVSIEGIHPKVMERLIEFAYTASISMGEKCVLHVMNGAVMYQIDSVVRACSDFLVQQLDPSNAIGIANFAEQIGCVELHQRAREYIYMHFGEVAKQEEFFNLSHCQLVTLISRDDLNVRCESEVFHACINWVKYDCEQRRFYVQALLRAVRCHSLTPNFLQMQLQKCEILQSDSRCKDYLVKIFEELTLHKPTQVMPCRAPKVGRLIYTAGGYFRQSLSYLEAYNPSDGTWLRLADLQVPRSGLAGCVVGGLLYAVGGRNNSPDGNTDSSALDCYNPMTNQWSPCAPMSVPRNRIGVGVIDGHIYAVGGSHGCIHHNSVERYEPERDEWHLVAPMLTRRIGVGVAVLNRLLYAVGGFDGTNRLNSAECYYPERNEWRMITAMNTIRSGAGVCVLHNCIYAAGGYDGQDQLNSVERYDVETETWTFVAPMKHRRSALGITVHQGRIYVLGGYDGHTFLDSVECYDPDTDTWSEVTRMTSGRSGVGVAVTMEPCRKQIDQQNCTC
# CAL PDZ FP-2: CAL PDZ peptide-binding inhibitors, primary screen, biochemical, fluorescence polarization, Cer-tagged CAL PDZ, HTS. Golgi-associated PDZ and coiled-coil motif-containing protein (Homo sapiens), Q9HD26. AID 504414, 2011. actives 0.02% (n = 330,000). inhibition, % at 20 µM. purified CAL PDZ, TMR-peptide fluorescence polarization, 1 h;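 active = highest replicate inhibition of at least 40%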;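 note: plate controls were DMSO neutral control wells for no effect and unlabeled competitor peptide control wells for full effect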
#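 Assay system – tagged CAL PDZ protein CerCALP, purified · Timing – 1 h at RT · Compound – single point, 20 µM · Measured by – fluorescence polarization from S- and P-plane intensities, G-factor corrected · Evaluation – inhibition from polarization loss · Probe or stimulus – TMR reporter peptide T*-PRC34 · Buffer or medium – pH 7.4 phosphate-saline buffer, reducing agent, detergent, IgG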
# PKA-R2B act: activators of PKA-R2B holoenzyme, primary screen, biochemical, fluorescence polarization, Cy5-IP20, human | cAMP-dependent protein kinase catalytic subunit beta (Homo sapiens) + cAMP-dependent … | actives 0.079% (n = 340,000) | PKA-R2B holoenzyme dissociation; R2B truncated from residue 108, S112A mutant; 0% DMSO only, 100% 113 µM cGMP | activation, % at 11.4 µM;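 active = activation above a cutoff set at the mean over all compounds plus 3 SD, cut at about 18% in these data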;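 note: higher means more holoenzyme dissociation and a rise in polarization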
# Rtt109 Vps75: inhibitors of C. albicans Rtt109/Vps75 HAT, primary screen, biochemical, ThioGlo CoA-SH fluorescence, plate reader | actives 0.16% (n = 330,000) | inhibition, % at 34.9 µM | AID 540336, 2011 | purified Rtt109/Vps75, 4 h | Histone acetyltransferase RTT109 (Candida albicans (strain SC5314 / ATCC MYA-2876)), …;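 active = inhibition of at least 50% in every replicate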
# Target sequence (Q5AAJ8 whole entry, looked up): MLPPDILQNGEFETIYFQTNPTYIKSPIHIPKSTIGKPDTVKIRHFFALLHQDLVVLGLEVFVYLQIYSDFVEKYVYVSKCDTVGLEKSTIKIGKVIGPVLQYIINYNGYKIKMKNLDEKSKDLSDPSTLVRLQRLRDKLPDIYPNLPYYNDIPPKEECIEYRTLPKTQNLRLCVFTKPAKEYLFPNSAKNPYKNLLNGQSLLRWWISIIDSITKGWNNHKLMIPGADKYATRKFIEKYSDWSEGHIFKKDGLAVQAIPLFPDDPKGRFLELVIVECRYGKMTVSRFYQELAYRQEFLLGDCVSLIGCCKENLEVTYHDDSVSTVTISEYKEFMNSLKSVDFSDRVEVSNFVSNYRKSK
# * hit, by the source's call; / = no result given; & = joins results of further samples.
# The line under a structure holds: CAL PDZ FP-1	C-LANA FP	SR-BI DiI-HDL act	RTF Ca sens act	RTF Ca sens inh	DAGLB inhibitor	Keap1 Nrf2 FP	CAL PDZ FP-2	PKA-R2B act	Rtt109 Vps75
> CCc1onc(C)c1C(=O)Nc1cc(C)ccc1OC
 : 2	0.9	-43	6	1	-1	-8	-3.1	7	2
> N/C(=N\OC(=O)CC1CCCCC1)c1ccc(Br)cc1
 : /	0.0	5	1	-8	-4	-8	-0.3	2	-1
> COC(=O)CCCC1=CC2=C(c3ccccc3)C(=O)C(C)(OC(=O)C3CCCC3)C(=O)C2=CN1CCc1ccccn1 (stereo not drawn)
 : 1	-0.1	6	2	-4	-5	-1	0.2	8	12
> O=C(COc1ccccc1[N+](=O)[O-])NCCC1=CCCCC1
 : /	0.1	-21	-3	2	-5	-1	-0.4	-10	10
> CCOC(=O)c1oc2ccccc2c1CSc1nnnn1-c1ccc(OC)cc1
 : 2	0.3	-3	1	-8	0	3	0.3	3	11
> O=C(COc1ccc(OCc2ccccc2)cc1)NN=C1CCCC1
 : /	-0.2	8	2	-9	2	-4	-1.0	-1	-3
> Nn1c(SCC(=O)Nc2ccc(S(N)(=O)=O)cc2)nnc1-c1ccco1
 : 37*	-0.4	23	0	-2	-1	2	-0.8	8	-10
> Clc1ccc(OCCCNCc2ccccc2)c2ccccc12
 : 10	3.4	-21	-10	-2	-3	-1	-1.2	-7	2
> COC(=O)c1ccc(OC(C)C(=O)c2ccc(C)cc2)cc1 (stereo not drawn)
 : 2	-0.8	24	1	-2	-8	-1	-0.2	-4	2
> NC(=O)C1CCCNC1 (stereo not drawn)
 : -6	2.5	4&4	-2	-6	1	5	0.0	-3	6&-4
> O=C1CCc2cc(S(=O)(=O)N3CCC(C(=O)Nc4nccs4)CC3)ccc2N1
 : -3	2.2	10	-1	-9	0	-4	-0.8	8	11
> O=Cc1coc2ccc3ccccc3c2c1=O
 : -6	-0.9	-10	-6	0	14	-4	-3.0	4	-2
> C#CCN1C(C)=CC(=O)[C@@H](O)[C@H]1c1ccccc1Br
 : -8	-2.0	-6	6	-5	-4	-3	-0.9	2	6
> Cc1ccc(C)c(S(=O)(=O)N2CCCOC2CNC(=O)C(=O)NCCc2ccccc2)c1 (stereo not drawn)
 : -1	1.3	-25	6	4	-2	-4	0.5	-10	0
> CSc1nc(=S)n(-c2cc(C)ccc2C)c(C)c1C(C)=O
 : -3	1.0	5	-9	-11	5	-6	-0.4	-7	4
> NS(=O)(=O)c1ccc(CNC(=O)c2cc(S(=O)(=O)N3CCOCC3)c(Cl)cc2Cl)cc1
 : -1	-0.2	-8	-1	5	4	-4	-2.0	-15	-2
> CC(C)(C)C1=NN(C(=O)c2ccccc2)C(O)(C(C)(C)C)C1 (stereo not drawn)
 : -5	-1.8	1	4	9	-7	-3	0.3	-4	2
> Cc1ccccc1NS(=O)(=O)c1ccc(C(=O)N2CCN(c3ccccc3O)CC2)cc1
 : 0	2.7	-25	6	-18	0	5	-1.5	3	-12
> COC(=O)c1cc(OC)c(OC)cc1NC(=O)CSc1ccc(C)cc1
 : -4	-0.6	11	1	-4	-7	1	-0.9	-9	-7
> CC1CCCCN1C(=O)CSc1nc2ccccc2n1CC(=O)N1CCc2ccccc21 (stereo not drawn)
 : /	1.0	-19	1	-2	1	-4	-0.5	-1	-10
> Cc1ccc(S(=O)(=O)CCC(=O)Nc2cccc(C)c2)cc1
 : 1	0.7	-1	-1	-7	3	-2	-0.3	-3	-4
> Cc1noc(C)c1S(=O)(=O)Nc1ccc(C(=O)N2CCc3ccccc3C2)cc1
 : -3	1.5	33	-1	-1	0	-3	/	1	9
> COc1cc2ccccc2cc1C(=O)Nc1ccc(C)cc1
 : -6	-1.7	-47	-7	8	-11	3	-1.6	-7	6
> O=C(CCC(=O)N1CCN(C(=O)c2ccco2)CC1)c1ccc(F)cc1
 : 1	0.0	5	0	-9	-1	1	/	0	0
> Cc1cc(C)c(OCCOCCN2CCNCC2)c(C)c1
 : 2	1.0	7	20	-8	-5	-4	-1.3	4	5
> CC(C)(C)c1ccc(S(=O)(=O)N2CCN(CC(O)CN3CCOCC3)CC2)cc1 (stereo not drawn)
 : -3	-0.8	31	0	-3	0	-4	-1.1	-13	-6
> Cc1cccc(NC(=O)c2sc(C)nc2C)c1
 : -2	2.8	9	-6	-4	0	1	-0.3	3	2
> CCOc1ccc(NC(=O)CNC(=O)c2ccc(OC)cc2)cc1
 : 0	1.5	/	-2	-19	-4	-4	-2.1	0	-28
> COc1ccc(S(=O)(=O)Nc2ccc(S(=O)(=O)NCC3CCCO3)cc2)cc1 (stereo not drawn)
 : -1	-0.6	/	-5	-19	0	-3	0.1	2	-2
> O/N=C/c1cccn1-c1ccc(O)cc1
 : -6	-1.1	24	3	-2	-1	0	-2.0	8	0
> Cc1cnc(C(=O)OCc2ccc(COC(=O)c3cnc(C)cn3)cc2)cn1
 : -6	-0.1	22	7	3	0	1	-0.6	3	-4
> COc1cccc(C2N(Cc3ccccc3)C(=O)C2(F)F)c1OC (stereo not drawn)
 : 2	-0.7	/	-5	-6	0	0	-1.2	4	8
> COc1cc(OC)cc(C(=O)NC2CC(C)(C)NC(C)(C)C2)c1
 : 3	3.3	-18	-1	-4	-3	-1	0.1	-1	8
> O=C(CN1CCC(NC(=O)Nc2ccc(F)cc2)CC1)Nc1ccccc1[N+](=O)[O-]
 : -1	-0.1	-26	8	-5	1	-7	-1.5	1	8
> O=C(CCN1C(=O)C2CCCCC2C1=O)Nc1cc([N+](=O)[O-])ccc1Cl (stereo not drawn)
 : -1	8.9	9	3	-2	0	-9	0.0	-2	-2
> Oc1ccc(Nc2nc(-c3ccccc3)nc3ccccc23)cc1
 : -3	-2.1	-22	-1	5	-2	4	0.3	-11	-4
> COc1ccccc1C(CNC(=O)CSc1ccc2ccccc2c1)N(C)C (stereo not drawn)
 : -4	-0.9	-12	-3	-8	2	1	-4.1	7	5
> O=C1CSC(c2ccc(Cl)cc2)N1 (stereo not drawn)
 : /	-0.5	20	0	-6	0	-5	-2.2	-13	-1
> Cc1ccc(NC(=O)c2ncn(CC(=O)N[C@H](CO)Cc3c[nH]c4ccccc34)n2)cc1C
 : -1	1.1	-8	-5	-3	0	-1	1.2	-5	-8
> CCOC(=O)C1C(c2ccc(O)cc2)NC(=O)NC1(O)C(F)(F)F (stereo not drawn)
 : -3	0.0	1	5	-7	-1	-2	-0.4	-4	-1

# Later entries.
smiles,CAL PDZ FP-1,C-LANA FP,SR-BI DiI-HDL act,RTF Ca sens act,RTF Ca sens inh,DAGLB inhibitor,Keap1 Nrf2 FP,CAL PDZ FP-2,PKA-R2B act,Rtt109 Vps75
CN(C)c1ccc(C(=O)OCC(=O)NCCC2=CCCCC2)cc1,-1,0.0,9,-1,-2,-5,2,-0.9,-6,-8
Cc1ccc(-n2c(Cn3ncc4ccccc4c3=O)n[nH]c2=S)cc1,-2,-0.8,0,2,-5,0,-2,-0.3,-3,2
CC(C)NC(=O)c1ccccc1NC(=O)C1COc2ccccc2O1 (stereo not drawn),-4,-3.8,-7,-2,0,-10,-4,0.2,5,8
NC(=O)COc1ccc(C(=O)/C=C2/C(=O)Nc3ccccc32)cc1,2,4.8,5,-5,-1,2,-7,-1.2,3,0
COCCN(C(=O)COC(=O)CCc1c[nH]c2ccccc12)c1c(N)n(Cc2ccccc2)c(=O)[nH]c1=O,1,0.8,-23,-7,-6,-2,2,-2.1,-10,8
Cc1cc(C)n2c(SCc3c(C)noc3C)nnc2n1,0,-0.5,-8,-2,3,-2,-3,-1.0,-9,-4
Cc1ccc(NC(=O)CCCC2CCCCC2)c(O)c1,-3,0.0,13,1,-1,-3,-2,-4.0,0,0
CN1CCN(CCOc2ccc(Cl)c(Cl)c2)CC1,-3,0.5,26,4,4,1,-7,-0.4,2,8

# 3 of the compounds above, field by field.
Cc1cc(C)n2c(SCc3c(C)noc3C)nnc2n1
  CAL PDZ FP-1: 0
  C-LANA FP: -0.5
  SR-BI DiI-HDL act: -8
  RTF Ca sens act: -2
  RTF Ca sens inh: 3
  DAGLB inhibitor: -2
  Keap1 Nrf2 FP: -3
  CAL PDZ FP-2: -1.0
  PKA-R2B act: -9
  Rtt109 Vps75: -4

CN1CCN(CCOc2ccc(Cl)c(Cl)c2)CC1
  CAL PDZ FP-1: -3
  C-LANA FP: 0.5
  SR-BI DiI-HDL act: 26
  RTF Ca sens act: 4
  RTF Ca sens inh: 4
  DAGLB inhibitor: 1
  Keap1 Nrf2 FP: -7
  CAL PDZ FP-2: -0.4
  PKA-R2B act: 2
  Rtt109 Vps75: 8

CC(C)NC(=O)c1ccccc1NC(=O)C1COc2ccccc2O1 (stereo not drawn)
  CAL PDZ FP-1: -4
  C-LANA FP: -3.8
  SR-BI DiI-HDL act: -7
  RTF Ca sens act: -2
  RTF Ca sens inh: 0
  DAGLB inhibitor: -10
  Keap1 Nrf2 FP: -4
  CAL PDZ FP-2: 0.2
  PKA-R2B act: 5
  Rtt109 Vps75: 8

# Three entries already listed, sorted by formula weight, largest number first:
smiles,CAL PDZ FP-1,C-LANA FP,SR-BI DiI-HDL act,RTF Ca sens act,RTF Ca sens inh,DAGLB inhibitor,Keap1 Nrf2 FP,CAL PDZ FP-2,PKA-R2B act,Rtt109 Vps75
COCCN(C(=O)COC(=O)CCc1c[nH]c2ccccc12)c1c(N)n(Cc2ccccc2)c(=O)[nH]c1=O,1,0.8,-23,-7,-6,-2,2,-2.1,-10,8
CN(C)c1ccc(C(=O)OCC(=O)NCCC2=CCCCC2)cc1,-1,0.0,9,-1,-2,-5,2,-0.9,-6,-8
Cc1ccc(NC(=O)CCCC2CCCCC2)c(O)c1,-3,0.0,13,1,-1,-3,-2,-4.0,0,0
